Source: PubChem (National Center for Advancing Translational Sciences (NCATS))
S-ASM inh: human S-ASM enzyme inhibition; P17405; placental ASM, HMU-PC fluorogenic substrate, 60 min; Potency, µM (doses to about 57.5 µM), without a hit: at the top dose activity change, negative = inhibition, most hits filed as inhibitors; 340,000 compounds, 0.006% hits; AID 504937; note: potency is the fitted concentration of half-maximal effect
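Human placenta-derived ASM preincubated with compound 10 min at room temperature, then reacted with 9 uM (final) fluorogenic HMU-PC substrate for 60 min at 37 C. Stop solution raises pH to 10; fluorescence read at Ex 386/Em 447 nm.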
TRPV1 agonist: agonists of human vanilloid receptor 1 (TRPV1) | 320,000 compounds, 0.19% hits | TRPV1-expressing cells, Fluo-8 calcium influx, agonist mode | activation, % at 8.33 µM | Q8NER1 | AID 540275; in the data active = activation above about 80%; inconclusive = between about 30% and that limit; note: 0% is about no effect
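Fluo-8 calcium influx in TRPV1-expressing cells, kinetic read (ex 480/em 520 nm). Compound added and read 3 min for agonist activity, followed by capsaicin at EC20 final and 2 min further read for enhancement.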
ELG1 genotox: inducers of genotoxicity in HEK293T ELG1-luciferase cells. HEK293T ELG1-luciferase reporter, luminescence, 16 h. Potency, µM (top dose mostly 46 µM), for the others: top-dose activity change, positive = activation, actives largely listed as activators. 330,000 compounds, 1.3% hits. AID 504466; note: potency is the fitted concentration of half-maximal effect; % of control where 0% means no effect; nearly all actives have a fitted effect of over 60% in size
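Genotoxicity was scored as increased ELG1-luciferase reporter signal, measured by ONE-Glo luminescence (30 min, room temperature). Compound or vehicle exposure of the HEK293T reporter cells lasted 16 hr at 37°C.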
Integrin act MD: activators of alpha7 integrin expression for muscular dystrophy. alpha7betagal myoblasts, beta-gal FDG fluorescence, 48 h. Potency, µM (titrated, usually from 38.3 µM), inactives show at the top dose activation, hits mostly activators. 350,000 compounds, 0.064% hits;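 note: potency is the fitted concentration of half-maximal effect; 100% = response of the positive control SU9516; nearly all actives have a fitted effect of over 60% in size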
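Alpha7betagal+/- myoblasts (passage 13) were plated 16-24 hr, then exposed to compounds (1:260 dilution of DMSO stock) for 48 hours at 37C. After MPER lysis, β-galactosidase reporter activity was read as FDG fluorescence (ex 480/em 540) after 30 minutes.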
PTAP TSG101 blk: blocks PTAP/TSG101 interaction to inhibit HIV-1 budding; Q99816; Fluorescence polarization, FITC-PTAP peptide / Tsg101 binding; Potency, µM (top dose mostly 115 µM), inactives show at the top dose activity change, negative = inhibition, usual class: inhibitors; 340,000 tested, under 10 active; AID 493005; active = well fitted inhibition curve with a large enough effect in the main read-out, with a control signal flat, not every such curve was filed as active; inconclusive = small, poorly fitted or top-dose-only effect, or effect the other way, or a change in a side signal; inactive = no such curve, though single readings can be large or run the other way; note: potency is the fitted concentration of half-maximal effect; % of control where 0% means no effect
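Compounds were pin-transferred onto Tsg101 binding domain (10 uM final) in HEPES pH 7.5 buffer, then FITC-PTAP peptide was added at 50 nM final. After 20 min at RT, polarization reported peptide displacement across a qHTS concentration series.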
uPA generation: inhibitors of cell surface uPA generation; cell surface uPA generation assay, qHTS; Potency, µM (titrated, usually from 38.3 µM), inactives show top-dose activity change, negative = inhibition, usual class: inhibitors; 330,000 compounds, 0.31% hits; active = well fitted inhibition curve with a large enough effect; inconclusive = small, poorly fitted or top-dose-only effect; inactive = no such curve, though single readings can be large or run the other way; tested in mouse RAW 264.7 cells; note: potency is the fitted concentration of half-maximal effect; % is set by controls: 0 for no effect and ±100 for the full control effect; nearly all actives have a fitted effect of over 55% in size
p53 reactivation: mutant p53 re-activation in reporter cells | H1299 p53-A138V BP100-luciferase reporter, luminescence, 24 h | Potency, µM (top dose mostly 92.2 µM), for inactives: at the top dose activity change, positive = activation, hits mostly activators | 320,000 compounds, 0.063% hits; note: potency is the fitted concentration of half-maximal effect; % of control where 0% means no effect; nearly all actives have a fitted effect of over 45% in size
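p53-null H1299 cells stably carrying temperature-sensitive p53-A138V and a BP100-luciferase reporter were pinned with compounds (4-point, 1:5 series) and held 24 hrs at 37 deg C. Luminescence was read 10 min after detection reagent.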
BRCA1 expr up: activators of BRCA1 expression; MCF7-BRCA1-FFLuc reporter, luminescence, 48 h; response scale: scaled: vehicle 0%, 10 µM genistein 100%; Potency, µM (top dose mostly 46.1 µM), inactives show at the top dose activation, most hits filed as activators; 380,000 compounds, 1.1% hits; AID 624202; note: potency is the fitted concentration of half-maximal effect; nearly all actives have a fitted effect of over 80% in size; some results filed as inactive show a strong effect at the top dose
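Compounds are tested at multiple concentrations on MCF7 BRCA1-luciferase reporter cells seeded at 2000 per well; after 48 h, a single luminescence end-point is taken and curves fitted to the normalized data.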
Eya2 inh: blocks the phosphatase activity of human Eya2; recombinant Eya2, OMFP fluorescence dephosphorylation (OMFP is methylfluorescein phosphate); Potency, µM (top dose mostly 76.9 µM), without a hit: at the highest dose activity, negative = inhibition, hits mostly inhibitors; 330,000 compounds, 0.006% hits; note: potency is the fitted concentration of half-maximal effect; % is set by controls: 0 for no effect and ±100 for the full control effect
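Eya2 (0.2 uM) preincubated 10 min at ambient with compound, then OMFP substrate added at 50 uM; 10 min reaction in 50 mM HEPES pH 7.5, 50 mM NaCl, 5 uM MgCl2, 0.05% BSA, 1 mM DTT. Fluorescence read at Ex 485/Em 525 nm.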
B2AR arrestin: beta2AR (human) beta-arrestin recruitment activity. P07550. beta-arrestin recruitment to beta2AR, cell-based reporter. Potency, µM (doses to about 46.1 µM), inactives show at the highest dose activation, usual class: activators. 330,000 compounds, 0.02% hits;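 note: potency is the fitted concentration of half-maximal effect; 0% = DMSO controls and full agonism = EC100 isoproterenol or metaproterenol; nearly all actives have a fitted effect of over 65% in size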
Target sequence (P07550 whole entry, looked up): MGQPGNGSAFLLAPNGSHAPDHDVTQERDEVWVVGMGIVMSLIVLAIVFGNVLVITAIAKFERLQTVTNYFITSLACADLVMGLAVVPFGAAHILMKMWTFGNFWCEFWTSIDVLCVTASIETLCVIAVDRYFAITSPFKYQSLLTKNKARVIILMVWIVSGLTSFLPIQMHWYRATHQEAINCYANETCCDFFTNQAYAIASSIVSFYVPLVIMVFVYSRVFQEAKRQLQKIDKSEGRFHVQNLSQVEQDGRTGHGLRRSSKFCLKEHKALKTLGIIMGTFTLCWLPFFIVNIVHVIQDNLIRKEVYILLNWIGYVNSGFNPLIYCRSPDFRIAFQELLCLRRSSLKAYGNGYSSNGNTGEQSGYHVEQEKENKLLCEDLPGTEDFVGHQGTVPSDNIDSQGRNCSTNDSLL
USP2a inh: blocks human ubiquitin-specific protease USP2a; O75604; USP2 core, Ub-CHOP2 coupled fluorogenic reporter, 485/531; 330,000 compounds, 0.01% hits; Potency, µM (top dose mostly 38.3 µM), for inactives: top-dose activity change, negative = inhibition, actives largely listed as inhibitors;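 note: potency is the fitted concentration of half-maximal effect; plate controls were DMSO wells for no effect and full inhibition by NEM control for full effect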
Target sequence (O75604 whole entry, looked up): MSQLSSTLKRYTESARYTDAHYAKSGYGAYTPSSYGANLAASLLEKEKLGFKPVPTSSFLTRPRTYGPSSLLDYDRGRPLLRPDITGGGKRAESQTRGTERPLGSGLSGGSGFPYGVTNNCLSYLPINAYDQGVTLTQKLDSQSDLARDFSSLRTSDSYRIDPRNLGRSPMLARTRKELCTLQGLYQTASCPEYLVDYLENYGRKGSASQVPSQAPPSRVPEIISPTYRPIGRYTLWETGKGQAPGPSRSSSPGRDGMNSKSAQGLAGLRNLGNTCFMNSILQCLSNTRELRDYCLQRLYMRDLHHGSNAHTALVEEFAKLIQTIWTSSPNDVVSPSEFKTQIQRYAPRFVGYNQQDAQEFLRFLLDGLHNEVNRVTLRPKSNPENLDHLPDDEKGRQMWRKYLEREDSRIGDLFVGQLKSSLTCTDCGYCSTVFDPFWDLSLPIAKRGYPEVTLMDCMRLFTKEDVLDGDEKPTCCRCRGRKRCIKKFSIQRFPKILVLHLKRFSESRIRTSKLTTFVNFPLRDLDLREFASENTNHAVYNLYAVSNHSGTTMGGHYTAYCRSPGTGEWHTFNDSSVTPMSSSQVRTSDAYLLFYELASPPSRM
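USP2 core (10nM final) preincubated 30min RT with compound in 20mM Tris-HCl pH 8.0, 2mM CaCl2, 2mM beta-mercaptoethanol, 0.05% CHAPS; 25nM Ub-CHOP2 plus 25nM reporter substrate added, fluorescence (Ex485/Em531) read after 60min.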
* marks the source's active call; other numbers are inactive results; ? = inconclusive; . = not tested or not shown; [ ] = remark or other dose. Unless noted, calls come from the whole dose curve; as a rule, active = well fitted curve in the direction sought with a large enough effect; inconclusive = small, poorly fitted or top-dose-only effect, or another doubt; inactive = no such curve, though single readings can be large; an effect the other way counts as inactive or inconclusive.

SMILES	S-ASM inh	TRPV1 agonist	ELG1 genotox	Integrin act MD	PTAP TSG101 blk	uPA generation	p53 reactivation	BRCA1 expr up	Eya2 inh	B2AR arrestin	USP2a inh
Cc1ccc(OCC(=O)Nc2ccccc2-c2ccccc2)cc1	2%	?	?	21%	-2%	-3%	5%	-36%	8%	-4.1%	5%
Cn1c(=O)c2c(nc(N3CCOCC3)n2CCNC2=NCCC2)n(C)c1=O	5%	.	.	-3%	-2%	-7%	.	6%	.	.	.
C/C(=N\OC(=O)c1ccc(OC(C)C)cc1)c1ccc(C)c(C)c1	2%	-1	13%	26%	0%	2%	21%	10%	-9%	-0.2%	1%
COc1cccc(/C=N/n2cnc3cc(C)c(C)cc32)c1OC	1%	26	16%	16%	0%	0%	4%	73%	6%	0.0%	0%
Cc1ccc(-c2cc(C(F)F)nc3sc4c(=O)[nH]cnc4c23)cc1	13%	1	?	-33%	3%	11%	5%	-36%	-3%	-0.2%	2%
CC1CCN(C(=O)C2CCN(c3ncnc4c3nc3n4CCCCC3)CC2)CC1	6%	2	-8%	?	1%	2%	2%	-55%	3%	-0.1%	2%
Cc1cccc(N2CCN(C(=O)c3cccc(S(=O)(=O)N4CCOCC4)c3)CC2)c1C	-2%	25	-5%	-7%	0%	-2%	-8%	-14%	-1%	0.3%	1%
CN(Cc1cccc(F)c1)C(=O)c1ccc2c(=O)n3c(nc2c1)CCC3	1%	2	2%	1%	-4%	-1%	17%	2%	-1%	0.5%	2%
O=C(NCc1cccnc1)c1cccs1	-2%	0	2%	-1%	-3%	3%	5%	-5%	-8%	-0.1%	12%
O=C(NCCC(=O)N1CCCC1)c1ccccc1Cl	4%	-1	?	-16%	-12%	5%	19%	62%	0%	0.3%	-2%
CC(C)(C)OC(=O)C[C@H]1C/C=C\C[C@H](CC(=O)N(CCO)Cc2ccccc2)C(=O)N2CCC[C@H]2COC1=O	5%	.	-2%	-10%	.	10%	0%	11%	-1%	0.1%	4%
CCOC(=O)c1[nH]c(C)c(C(=O)c2ccc(C)cc2)c1C	-1%	90*	21µM*	5%	.	?	17%	-58%	5%	-0.1%	-5%
C#CCN1C=CC(=O)[C@@H](O)[C@H]1c1ccccc1Br	-3%	.	.	5%	0%	8%	.	-8%	.	.	.
COc1cc(Cl)c(CN2CCC(CCC(=O)NC3CC3)CC2)cc1OC	3%	-8	0%	0%	-5%	5%	22%	1%	-7%	-0.3%	-1%
COc1cccc(CCc2nnc(CCC(=O)NC(C)c3c(C)nn(C)c3C)o2)c1 (stereo not drawn)	-2%	-2	1%	-20%	-1%	-2%	-1%	-20%	7%	-0.8%	0%
O=C(CNCC1CCCO1)Nc1ccccc1-n1cccc1 (stereo not drawn)	2%	0	-1%	-10%	-6%	8%	1%	-6%	3%	-0.2%	-4%
O=[N+]([O-])c1ccc(-c2cc(-c3ccc(Cl)cc3)n[nH]2)cc1	-3%	-1	10%	-48%[inhibitor]	-1%	-3%	?	89%	-9%	-0.9%	7%
Cc1ccc(S(=O)(=O)Nc2nc(C)cc(NCCN)n2)cc1	6%	-1	-5%	37%	-1%	8%	-3%	0%	1%	0.0%	-1%
CC1(C)CC(NC(=O)C(=O)NCCc2ccccc2)CC(C)(C)N1	1%	5	0%	-48%[inhibitor]	-5%	1%	-3%	-9%	-8%	-0.4%	-1%
C/C(=N\NC(=O)C1(C)CC1(Br)Br)c1ccc(NC(=O)C2CCC2)cc1 (stereo not drawn)	2%	9	-4%	13%	-2%	-10%	5%	-74%	3%	-0.2%	2%
COCCn1c(N)c(NCc2ccccc2)c(=O)[nH]c1=O	80%[activator]	2	0%	-21%	-11%	4%	2%	0%	18%	0.5%	17%
C=CCOC(=O)C1=C[C@H](c2coc3ccccc3c2=O)C[C@H](OCc2ccc(CO)cc2)O1	1%	1	-7%	-12%	-2%	10%	-4%	-4%	-9%	0.0%	-7%
Clc1ccccc1CSC1=NCCCN1	2%	-7	-2%	10%	-5%	3%	-4%	-9%	3%	0.1%	2%
COc1ccccc1CCC(=O)OCc1csc(CC(=O)Nc2ccccc2C)n1	-2%	11	-4%	-5%	-2%	-3%	.	-1%	3%	6.1%	-8%
CN(CCNC(=O)C1CCCN(c2ncnc3c2nc2n3CCCCC2)C1)Cc1ccccc1 (stereo not drawn)	0%	-2	-1%	?	-5%	-2%	-8%	15%	3%	-0.2%	-2%
COc1ccc2c(c1OC)C(=O)N(c1ccc(F)cc1)C2	5%	-5	?	-11%	-1%	-12%	?	?	6%	0.1%	1%
COc1ccc(C2c3[nH]c4ccccc4c3CCN2CCCn2cccn2)cc1C (stereo not drawn)	56%[activator]	22	-5%	7%	-1%	1%	0%	-10%	0%	0.0%	0%
CCOc1ccc(N2C(=O)C(=O)/C(=C(/O)c3ccccc3)C2c2ccccc2[N+](=O)[O-])cc1 (stereo not drawn)	3%	4	-3%	-7%	-3%	1%	0%	-3%	-20%	-0.2%	1%
CC1CCCC(C)N1CCCNC(=O)Cn1cc2c(n1)CCCC2 (stereo not drawn)	5%	-1	0%	-13%	-11%	13%	3%	-2%	29%	0.0%	1%
Cc1ccc(N=C2SCCCN2C(=O)C2=COCCO2)cc1Cl	-7%	1	10%	-7%	-1%	0%	6%	2%	3%	8.7%	0%
Cc1nc2ccccc2nc1CSc1nnc(N)s1	-1%	0	1%	-4%	-1%	-1%	2%	-25%	-1%	0.1%	2%
Cn1c(NC(=O)C[n+]2cc(-c3ccccc3)n3c2CCC3)cc(=O)n(C)c1=O	-2%	0	0%	-18%	0%	4%	-27%	1%	-4%	-1.0%	1%
Nc1ccc2ccc(O)cc2c1	12%	.	.	-1%	-4%	0%	.	-22%	.	.	.
NC(=O)c1ccsc1NC(=O)CSc1nnc2ccccn12	6%	-7	3%	0%	-13%	8%	12%	47%	-19%	-0.2%	1%
COc1ccc2nc(/N=C/c3cccc(OC)c3O)sc2c1	-5%	0	?	7%	-2%	-8%	18%	26%	8%	-0.7%	0%
COc1ccc(/C=N\NC(=O)C2COc3ccccc3O2)cc1O (stereo not drawn)	-4%	22	7%	3%	-7%	-8%	11%	-44%	-13%	-0.7%	-1%
Fc1ccc(N2Cc3ccsc3C=N2)cc1	2%	0	10%	5%	-1%	2%	11%	29%	9%	-0.4%	13%
Cc1ccc(N2CCC(N3CCN(C4CCCCC4)C(CCO)C3)CC2)cc1 (stereo not drawn)	3%	1	1%	-17%	0%	-1%	7%	2%	8%	0.2%	1%
CCN1CCN(C(=O)c2ccc3c(=O)n(CCC4=CCCCC4)c(=O)[nH]c3c2)CC1	47%[activator]	3	-1%	20%	-1%	-4%	6%	-28%	-13%	-0.4%	-1%
C[C@H](NC(=O)c1nc[nH]c1C(=O)N[C@@H](C)c1ccccc1)c1ccccc1	-2%	8	-2%	5%	.	-2%	-7%	0%	-13%	-0.1%	-1%
Cc1nn(C)c(C(=O)N2CCc3ccccc32)c1Br	2%	-3	-3%	-7%	-1%	-2%	-6%	-12%	12%	-0.5%	2%
CCCn1c2ccccc2c2nc3ccccc3nc21	-4%	14	-6%	21%	-4%	-1%	-2%	-4%	-18%	0.1%	-1%
O=C(CSc1nnnn1C1CCCCC1)NCc1cccc(C(=O)O)c1	-1%	-7	0%	15%	-2%	3%	?	-16%	2%	-0.4%	5%
CCC1(c2ccc(F)cc2)NC(=O)N(CC(=O)Nc2ccc(N3CCCCC3)cc2)C1=O (stereo not drawn)	-2%	14	1%	9%	-1%	10%	0%	-46%	-8%	-0.1%	-1%
Cc1nc2ncnn2c(C)c1CCC(=O)NCCc1ccccc1	4%	-7	9%	1%	-4%	3%	8%	63%	-23%	0.0%	0%
O=C(Nc1cccc(Cl)c1)c1cccc(Oc2ccc([N+](=O)[O-])cc2Cl)c1	-9%	4	-12%	-71%[inhibitor]	-6%	-22%	8%	-68%	-4%	-0.5%	2%
Cc1oc(-c2ccccc2F)nc1CN1CCC(C(=O)NCc2cccnc2)CC1	1%	-4	-1%	-20%	-4%	2%	-9%	2%[1.84 µM]	-6%	-0.3%	-1%
CCC(C)OC(=O)C1=C(C)OC23OC(N)=C(C#N)C12C(=O)c1ccccc13 (stereo not drawn)	3%	?	4%	-14%	-3%	-2%	-14%	-29%	3%	-0.5%	0%
CCC1CCCCN1C(=O)COc1ccccc1NC(C)=O (stereo not drawn)	6%	4	-5%	-42%	-4%	-1%	-1%	-1%	-3%	0.0%	-1%
